Screening data (PubChem)
GSK3beta inhib – blocks human GSK3beta kinase activity | P49841 | GST-GSK3beta kinase, ADP-Glo luminescence, 60 min; stronger effect = lower value | activity score (negative = inhibition), % at 10 µM | actives 0.038% (n = 300,000) | AID 2097;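 active = more than half of replicate wells score below -50%, meaning over 50% inhibition versus plate controls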;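 note: 0% = median DMSO wells and -100% = median GW8510 positive control wells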
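test system = GST-tagged human GSK3beta kinase, cell-free | reagent = 25 µM ATP with peptide substrate | dosing = one dose of 10 µM per compound | schedule = 60 min reaction, RT | detection = luminescent ADP-Glo measurement of ADP formed | control set = DMSO neutral wells and GW8510 at 20 µM as positive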
hERG protect – hERG (human) protection from proarrhythmic block; CHO-hERG, FluxOR thallium flux, dofetilide IC70 present; actives 0.51% (n = 310,000); activation (rescue from dofetilide block), less the hit threshold, % at 10 µM;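 active = activation above the mean of controls blocked by dofetilide plus 5 SD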;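 note: thallium influx through hERG after potassium depolarization seen as dye fluorescence rise; in these data hits start at about 4.7%; inactives centre near -7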
KCNK9 inh – human KCNK9 channel inhibition. B-score at 10 µM. HEK293 KCNK9, FluxOR thallium flux fluorescence; stronger effect = lower value. actives 1.2% (n = 310,000). Q9NPC2. AID 488922;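 active = ratio B-score over 3 SD below the library mean, with starting fluorescence within 5 SD of its mean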;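 note: negative B-score means less thallium flux so channel inhibition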
Target sequence (Q9NPC2 whole entry, looked up): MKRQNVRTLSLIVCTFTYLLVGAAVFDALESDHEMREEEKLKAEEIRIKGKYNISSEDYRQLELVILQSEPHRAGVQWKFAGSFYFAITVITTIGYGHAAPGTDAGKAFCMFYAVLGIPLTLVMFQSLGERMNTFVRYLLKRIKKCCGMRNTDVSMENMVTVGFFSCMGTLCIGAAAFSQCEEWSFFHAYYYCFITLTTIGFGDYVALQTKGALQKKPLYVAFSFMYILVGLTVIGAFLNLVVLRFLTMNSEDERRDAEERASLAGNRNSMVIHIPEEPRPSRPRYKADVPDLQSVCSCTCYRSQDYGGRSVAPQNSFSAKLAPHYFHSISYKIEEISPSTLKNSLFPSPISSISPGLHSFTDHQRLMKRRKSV
RGS4 act – potentiators or activators of RGS4; AID 463111; B-score at 10 µM; actives 0.92% (n = 310,000); HEK293 M3R/inducible RGS4, carbachol calcium flux Fluo4; stronger effect = lower value;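 active = B-score of the integrated calcium signal more than 4 SD below the library mean, with starting fluorescence not abnormally high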;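 note: negative B-score means reduced calcium response which marks RGS4 activation or potentiation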
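Assay system: HEK293 FlpIn-TREx cells, stable M3R, doxycycline-inducible RGS4 / Probe or stimulus: carbachol, ECmax concentration / Times: overnight RGS4 induction, 30 min dye load 37 °C, 20 min compound RT / Signal: kinetic calcium fluorescence imaging with Fluo4-AM dye, 2 µM / Measure: Agonist-evoked peak-minus-minimum fluorescence over baseline, integrated ratio, B score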
PolyA inh – yeast polyadenylation inhibition. S. cerevisiae SKY197-pL101 polyadenylation reporter, beta-gal luminescence; efflux-impaired pdr1/pdr3 knockout yeast; score 100 = 6 SD above DMSO. calls only at 12 µM. actives 0.02% (n = 300,000). AID 1875;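 active = lowest replicate activity score at least 50, where 100 means six control SD above control mean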;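 note: yeast exposed to compound for 9 h at 30 °C; higher score means more reporter readthrough which indicates perturbed polyadenylation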
DYRK1A inh – inhibitors of rat Dyrk1A kinase. ADP-Glo luminescence, NFATc1 peptide. inhibition, % at 12.5 µM. Q63470. actives 0.43% (n = 310,000); in the data active = inhibition above about 50%;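 note: plate controls were vehicle with enzyme for no effect and no enzyme for full effect; many of its hits are not listed in these tables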
KCNQ1 block – human KCNQ1 channel inhibition; B-score at 10 µM; actives 1.3% (n = 310,000); P51787; CHO-K1 KCNQ1, FluxOR thallium flux fluorescence; stronger effect = higher value;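 active = compounds whose thallium flux B-score, printed positive for inhibition, exceeds three library SD while starting fluorescence stays within three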;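 note: channel opened by potassium depolarization with thallium stimulus after 20 min compound exposure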
GSK3 alpha inh – inhibitors of human GSK-3 alpha kinase; P49840; ADP-Glo luminescence, 60 min; inhibition, % at 10 µM; actives 0.1% (n = 320,000);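 in the data active = inhibition above about 50%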;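 note: GST-tagged GSK-3 alpha with peptide substrate and 25 µM ATP; 0% = DMSO neutral wells and 100% = GW8510 positive control wells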
Target sequence (P49840 whole entry, looked up): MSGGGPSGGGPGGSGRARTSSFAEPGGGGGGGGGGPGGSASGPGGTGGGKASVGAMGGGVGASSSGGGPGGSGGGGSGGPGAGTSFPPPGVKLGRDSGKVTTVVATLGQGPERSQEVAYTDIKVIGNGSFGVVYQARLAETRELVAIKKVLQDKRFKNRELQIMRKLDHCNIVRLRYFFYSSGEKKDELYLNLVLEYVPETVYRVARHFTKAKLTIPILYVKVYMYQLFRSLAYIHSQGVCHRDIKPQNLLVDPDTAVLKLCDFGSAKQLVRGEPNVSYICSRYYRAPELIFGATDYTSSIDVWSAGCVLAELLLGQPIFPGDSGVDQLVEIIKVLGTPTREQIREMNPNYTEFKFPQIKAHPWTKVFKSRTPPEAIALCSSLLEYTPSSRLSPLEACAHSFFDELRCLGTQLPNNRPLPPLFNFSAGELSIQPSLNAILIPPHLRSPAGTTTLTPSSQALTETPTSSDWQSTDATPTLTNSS
RGS4 block – inhibitors of human RGS4 | actives 0.45% (n = 310,000) | B-score at 10 µM | HEK293 M3R/RGS4 inducible, Fluo-4 calcium flux; stronger effect = higher value; triggered by carbachol at its EC20;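 active = B-score, a plate-corrected calcium signal, over three deviations above library mean, with baseline fluorescence within five deviations of library mean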;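 note: RGS4 expression induced by doxycycline in cells with stable M3 receptor; B-score is computed from the integrated fluorescence ratio over baseline after carbachol; higher B-score means a larger calcium signal and so more RGS4 inhibition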
Target sequence (P49798 whole entry, looked up): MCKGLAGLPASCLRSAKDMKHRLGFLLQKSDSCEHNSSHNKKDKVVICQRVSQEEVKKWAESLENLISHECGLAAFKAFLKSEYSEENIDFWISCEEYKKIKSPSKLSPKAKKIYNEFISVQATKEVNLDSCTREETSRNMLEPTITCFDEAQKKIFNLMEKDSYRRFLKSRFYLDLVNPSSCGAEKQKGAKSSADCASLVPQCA
KCNQ1 act – potentiates or activates the human KCNQ1 potassium channel | P51787 | CHO-K1 KCNQ1, thallium flux FluxOR fluorescence; stronger effect = higher value | B-score at 10 µM | actives 0.35% (n = 310,000) | AID 2648;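 active = fluorescence ratio B-score, a plate-corrected score, at least three library SD, with initial intensity B-score within 5 SD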
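Doses: Single concentration per compound, DMSO matched to controls | Test system: KCNQ1-transfected CHO-K1 cells | Timing: 90 min dye loading and 20 min compound exposure, both at room temperature | Measured by: Kinetic FluxOR thallium fluorescence, 10-s 1-Hz baseline, 110-s post-stimulus read | Medium: Assay buffer with matched DMSO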
KCNK3 inh – human KCNK3 channel inhibition, primary screen; O14649; CHO-KCNK3 thallium flux, FluxOR fluorescence; stronger effect = lower value; B-score at 10 µM; actives 0.84% (n = 340,000);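 active = B-score under library mean minus 4 SD, starting fluorescence ratio at most library mean plus 5 SD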;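 note: more negative B-score means stronger inhibition of thallium flux through KCNK3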
* hit, by the source's call; i = inactive; / = no result given. Not all compounds are listed (hit frequency here may not be typical).

Values run as follows: KCNK3 inh, GSK3beta inhib, DYRK1A inh, KCNK9 inh, GSK3 alpha inh, hERG protect, PolyA inh, KCNQ1 act, KCNQ1 block, RGS4 block, RGS4 act
> O=C(c1ccc([N+](=O)[O-])o1)N1CCc2ccccc2C1
  i, 1, -10, i, 0, -13, i, i, i, i, i
> CCOC(=O)C(NC(C)=O)(Nc1ccc(S(=O)(=O)Nc2ncccn2)cc1)C(F)(F)F (stereo not drawn)
  i, 0, 1, i, 2, -11, i, i, i, i, i
> CC(C)c1nc2sc3c(c2c(=O)o1)CCCC3
  i, 8, 5, i, /, -5, i, i, i, i, i
> NC(=O)c1ccccc1OCCOCCOCCOc1ccccc1C(N)=O
  i, 0, 6, i, 2, -13, i, i, i, i, i
> CNc1nc(Cl)nc(Nc2ccccc2)n1
  i, 1, 3, i, -2, -5, i, i, i, i, i
> O=C(NNC(=O)C1CC=CCC1C(=O)O)c1cccs1 (stereo not drawn)
  i, 1, 2, i, -1, -8, i, i, i, i, i
> CC(=O)N1CCN(C23CC4CC(CC(C4)C2)C3)CC1
  i, 0, -5, i, -1, -3, i, i, i, i, i
> N/C(Cc1ccc([N+](=O)[O-])cc1)=N\OC(=O)c1cccc(Br)c1
  i, 0, -4, i, -3, -8, i, i, i, i, i
> CCOC(=O)c1c(C)nc2c(c1-c1ccc(OC)cc1)C(=O)CC(C)(C)C2
  i, -1, -2, i, -2, -8, i, i, i, i, i
> CSc1nc2nc3c(c(=O)n2[nH]1)CCC3
  i, -2, -3, i, -1, -11, i, i, i, i, i
> Cc1ccc(Cl)c(OCC(=O)OC(C)C(=O)NC2CC2)c1 (stereo not drawn)
  i, 1, -5, i, 1, -17, i, i, i, i, i
> Cc1c(S(=O)(=O)c2ccccn2)c(N)n(Cc2ccccc2Cl)c1C
  i, 3, 3, i, 2, -10, i, i, i, i, i
> COc1ccccc1/C=C\C=N\n1c(C2CCCCC2)n[nH]c1=S
  i, 4, -4, i, -1, -6, i, i, i, i, i
> CC(C)(C)c1ccc(OCCN2CCCC2)cc1
  i, 6, 5, i, 1, -9, i, i, i, i, i
> CN(C(=O)CSc1nc2[nH]ncc2c(=O)[nH]1)c1ccccc1
  i, -21, 19, i, 8, -7, i, i, i, i, i
> COc1cccc(C(=O)/C=C/Nc2ccc(S(=O)(=O)Nc3nc(C)cc(C)n3)cc2)c1
  i, -22, 34, i, 1, -5, i, i, i, i, i
> CCOC(=O)C1CCN(S(=O)(=O)c2ccc3c(c2)N(C(C)=O)CC(C)S3)CC1 (stereo not drawn)
  i, 2, -2, i, -3, -11, i, i, i, i, i
> Cc1oc2ccc(O)cc2c1C(=O)c1ccc([N+](=O)[O-])cc1
  i, -3, 32, i, 2, -1, /, i, i, i, i
> COCCn1c(C)nnc1SCC(=O)Nc1ccccc1[N+](=O)[O-]
  i, -7, 2, i, -3, -2, i, i, i, i, i
> COc1ccc(-n2cc(CNCCc3nc(C)cc(C)n3)c(-c3ccccc3Cl)n2)cc1
  i, 1, -3, i, 1, -13, i, i, i, i, i
> CC(C)(C)[C@@H]1C=C(C(N)=O)O[C@H](OCCCCO)C1
  i, 5, 4, i, /, -7, i, i, i, i, i
> O=C(CSc1nnc(SCc2ccccc2)s1)N/N=C/C=C\c1ccco1
  i, -3, 5, i, 6, -5, i, i, i, i, i
> Cc1ccc(NC(=O)CN(C)C(=O)CSc2nnnn2C)cc1
  i, 1, 10, i, -3, -9, i, i, i, i, i
> Cn1nccc1C(=O)Nc1ccc2c(c1)OCO2
  i, -2, /, i, 3, -12, i, i, i, i, i
> O=C(Nc1ccccc1)C(=O)Nc1ccc2c(c1)N(C(=O)C1CC1)CCC2
  i, -1, /, i, 3, -11, i, i, i, i, i
> Cc1ccc(C(=O)O)cc1NC(=S)NC(=O)c1ccc([N+](=O)[O-])cc1Cl
  i, 1, -3, i, -1, -7, i, i, i, i, i
> CCCC(=O)Nc1ccc(C(=O)Nc2cc(C(F)(F)F)ccc2Cl)cc1
  i, 0, -6, i, 6, -5, i, i, i, i, i
> Cc1ccc(C2CC(c3ccccc3C)n3nc(N)nc3N2)cc1 (stereo not drawn)
  i, 0, 13, i, /, -8, i, i, i, i, i
> CC1=C(C(=O)Nc2cccnc2)C(c2cccnc2)n2nc(-c3cccs3)nc2N1 (stereo not drawn)
  i, 0, 0, i, 0, -1, i, i, i, i, i
> COc1ccc(OCC(=O)Nc2ccccc2O)cc1
  i, -2, 9, i, -2, -11, i, i, i, i, i
> O=C(NCc1ccccc1)c1ccc(CS(=O)Cc2ccc(Cl)cc2)o1 (stereo not drawn)
  i, 1, -3, i, 2, -6, i, i, i, i, i
> COc1ccc2c(c1)c(=O)c(Br)c(C)n2Cc1ccccc1
  i, -1, 5, i, 0, -6, i, i, i, i, i
> O=S(=O)(c1ccccc1)c1cnn(-c2ccccc2)c1-c1ccc(Cl)cc1
  i, -3, /, i, -1, -10, i, i, i, i, i
> Oc1c(C(c2cccs2)N2CCN(c3ccccc3)CC2)sc2ncnn12 (stereo not drawn)
  i, 2, 2, i, -3, -7, i, i, i, i, i
> COc1ccc(S(=O)(=O)N2CCOCC2)cc1NC(=O)CN1CCCC1
  i, 1, -1, i, -3, -1, /, i, i, i, i
> O=C(COC(=O)c1cccc(S(=O)(=O)N2CCN(c3ccccc3)CC2)c1)NCC1CCCO1 (stereo not drawn)
  i, -1, -8, i, -3, -10, i, i, i, i, i
> CCOC(=O)C1CCN(C(=O)Nc2ccc(OC(F)(F)F)cc2)CC1
  i, 2, /, i, -3, -2, i, i, i, i, i
> CN(C)CCCNc1oc(-c2cccc(Cl)c2)nc1C#N
  i, 4, 6, i, 0, -8, i, i, i, i, i
> CN(c1ccccc1)S(=O)(=O)c1nnc(NC(=O)COc2ccccc2)s1
  i, 1, /, i, -3, -8, i, i, i, i, i
> CCc1ccc(C(=O)NC(=S)NCc2cccnc2)cc1
  i, 0, 8, i, -2, -11, i, i, i, i, i
> CCNC(=O)CSc1nc(-c2ccccc2)cs1
  i, 2, -5, i, -2, -6, i, i, i, i, i
> COC(=O)c1sccc1NC(=O)CC1C(=O)NCCN1C(=O)Nc1ccc(OCc2ccccc2)cc1 (stereo not drawn)
  i, -4, 6, i, -2, -8, i, i, i, i, i
> CCc1noc(C)c1C(=O)N(C)CC(=O)Nc1ccc(F)c(F)c1F
  i, 2, 0, i, 0, -4, i, i, i, i, i
> FC(F)(F)COc1ccc(-c2nnc(SCc3ccccc3)o2)cn1
  i, -2, -3, i, 0, -9, i, i, i, i, i
> O=C(NC1CCCc2ccccc21)c1ccc2c(c1)OCO2 (stereo not drawn)
  i, -1, 5, i, 0, -6, i, i, i, i, i
> Cc1cccc(C(=O)NNC(=O)c2ccco2)c1
  i, 1, -6, i, 1, -2, i, i, i, i, i
> CCCN(CCC)CCCNC(=O)c1cc2cc3ccc(OC)cc3nc2o1
  i, -7, 37, i, 10, -3, i, i, i, i, i
> Cc1noc(C)c1CN(C(=S)NC(C)C)c1ccccc1
  i, 1, -4, i, -2, -11, i, i, i, i, i
> N#CCNC(=O)c1cccn1-c1ncc(C(F)(F)F)cc1Cl
  i, 1, 0, i, -1, -10, i, i, i, i, i
> O=C(c1ccccc1F)c1cc2c(cc1[N+](=O)[O-])OCCO2
  i, -8, 6, i, /, -9, i, i, i, i, i
> COc1ccc(NC(=O)N[C@@H](CCSC)C(=O)O)cc1OC
  i, 0, -3, i, /, -7, i, i, i, i, i
> COc1ccc(/C=N/N=C2/SCC(=O)N2Cc2ccccc2)cc1
  i, -4, /, i, -2, -11, i, i, i, i, i
> Cc1nn(-c2ccccc2)c(N2CCCC2)c1/C=N/NC(=S)Nc1ccccc1F
  i, 1, -1, i, -5, -6, i, i, i, i, i
> O=C(Cc1ccccc1)N/N=C/c1ccccc1Cl
  i, 1, 0, i, 0, -9, /, i, i, i, i
> Cc1ccc(/C=N/n2c(-c3cccs3)n[nH]c2=S)cc1
  i, 3, 4, i, -5, 1, i, i, i, i, i
> CCCS(=O)(=O)N1CCC(C(=O)NCCN(CC)c2ccccc2)CC1
  i, 3, 10, i, 1, -3, i, i, i, i, i
> COc1ccc([C@H]2[C@H](C(=O)OC(C)(C)C)N3N=Cc4ccccc4C3C23C(=O)c2ccccc2C3=O)c(OC)c1 (stereo partly drawn)
  i, -2, 1, i, /, -14, i, i, i, i, i
> COC(=O)C1=C(C)NC(=O)CC1c1cc2c(cc1Br)OCO2 (stereo not drawn)
  i, 1, -1, i, /, -6, i, i, i, i, i
> O=C(NCC(c1cccs1)N1CCOCC1)c1cc(Cl)ccc1[N+](=O)[O-] (stereo not drawn)
  i, 0, 1, i, -3, -8, i, i, i, i, i
> COc1ccc(C(=O)Nc2cccnc2)cc1S(=O)(=O)N1CCOCC1
  i, 1, -3, i, -1, -7, i, i, i, i, i

Quoted at random: 6 entries already listed.
Values run as follows: KCNK3 inh, GSK3beta inhib, DYRK1A inh, KCNK9 inh, GSK3 alpha inh, hERG protect, PolyA inh, KCNQ1 act, KCNQ1 block, RGS4 block, RGS4 act
> COc1ccc([C@H]2[C@H](C(=O)OC(C)(C)C)N3N=Cc4ccccc4C3C23C(=O)c2ccccc2C3=O)c(OC)c1 (stereo partly drawn)
  i, -2, 1, i, /, -14, i, i, i, i, i
> Cc1ccc(/C=N/n2c(-c3cccs3)n[nH]c2=S)cc1
  i, 3, 4, i, -5, 1, i, i, i, i, i
> O=C(Cc1ccccc1)N/N=C/c1ccccc1Cl
  i, 1, 0, i, 0, -9, /, i, i, i, i
> N#CCNC(=O)c1cccn1-c1ncc(C(F)(F)F)cc1Cl
  i, 1, 0, i, -1, -10, i, i, i, i, i
> CCCN(CCC)CCCNC(=O)c1cc2cc3ccc(OC)cc3nc2o1
  i, -7, 37, i, 10, -3, i, i, i, i, i
> O=C(NCc1ccccc1)c1ccc(CS(=O)Cc2ccc(Cl)cc2)o1 (stereo not drawn)
  i, 1, -3, i, 2, -6, i, i, i, i, i
